# GAA spleen mod = inhibitors or activators of human alpha-glucosidase in spleen homogenate | human spleen homogenate, 4-MU-alpha-glucoside fluorescence | Potency, µM (doses to about 79.9 µM), without a hit: at the highest dose activity change, negative = inhibition, actives largely listed as inhibitors | 0.006% of 240,000 active | AID 2112;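 also: 0% = enzyme with vehicle and -100% = no enzyme basal signal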
#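 Enzyme source: human spleen homogenate, 1 ug/well. Buffer 50 mM citric acid/K phosphate pH 5.0, 0.01% Tween-20. 4-MU-alpha-glucoside 1 mM; 37 C x 40 min; NaOH/glycine stop; fluorescence.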
# GAA inhib = alpha-glucosidase (human) inhibition; purified human GAA, 4-MU-alpha-glucoside fluorescence; P10253; Potency, µM (series often up to 76.9 µM), without a hit: at the highest dose activity change, negative = inhibition, most hits filed as inhibitors; AID 1466; 0.005% of 200,000 active;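 also: plate controls were uninhibited enzyme wells for no effect and no-enzyme background for full effect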
#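 Endpoint fluorogenic read: 20 min room-temperature reaction of 4 nM human alpha-glucosidase with 400 uM 4-methylumbelliferyl-alpha-D-pyranoside, pH 5.0, quenched with 1M NaOH/1M glycine pH 10. AC50 from Hill modeling.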
# GAA glycogen = alters human alpha-glucosidase cleavage of glycogen; P10253; recombinant GAA, glycogen substrate, Amplex Red glucose oxidase fluorescence; Potency, µM (series often up to 76.4 µM), without a hit: top-dose activity change, negative = inhibition, most hits filed as inhibitors; 0.38% of 300,000 active; AID 2100;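 also: 0% = full enzyme reaction and -100% = no-enzyme basal signal; the screen sought inhibitors and activators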
#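 qHTS, 1536-well; enzyme 4 nM final; cpd up to 77 uM; substrate bovine liver glycogen 30 ug; 50 mM citrate/phosphate pH 5.0, 0.01% Tween-20; 37 C, 40 min; Amplex Red detection 45 min RT; Hill fit → AC50.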
# Tau fluor counter = counter-screen for tau fibril formation inhibitors | tau K18 P301L (four-repeat tau fragment) Alexa594 fluorescence, heparin fibrillization | Potency, µM (highest dose often 57.7 µM), inactives show at the top dose activity change, negative = decrease | 0.93% of 280,000 active; also: % is scaled to controls: 0 for no effect and ±100 for the full control effect; nearly all actives have a fitted effect of over 55% in size
#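 Human K18 P301L tau (15 uM unlabeled plus 0.24 uM Alexa 594-labeled, final) in 100 mM sodium acetate pH 7 was mixed with compound and 20 uM heparin and incubated 6 hr at 37 C.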
# Epigenetic reg = derepresses silenced GFP reporter in murine cells; AID 1865; Potency, µM (series often up to 53.9 µM), without a hit: at the highest dose GFP activation, hits mostly activators; murine LDR cells, GFP reporter derepression, 30 h; 0.2% of 280,000 active; also: % of control where 0% means no effect; nearly all actives have a fitted effect of over 60% in size
#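 Reporter derepression read as number of fluorescent GFP-positive objects, 20-120 um in size, counted by laser-scanning cytometer. Mouse LDR line with an epigenetically silenced CMV-GFP locus; compound incubation 30 h, 37 C.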
# ALDH1A1 inh = blocks purified human ALDH1A1 activity; Potency, µM (top dose mostly 75.3 µM), for the others: at the highest dose activity, negative = inhibition, hits mostly inhibitors; 7.3% of 220,000 active; AID 1030; Purified ALDH1A1, NADH fluorescence, propionaldehyde substrate; P00352; active = well fitted inhibition curve with a large enough effect, not every such curve was filed as active; inconclusive = small, poorly fitted or top-dose-only effect, or another doubt; inactive = no such curve, though single readings can be large or run the other way;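 also: plate controls were no enzyme wells and a reference inhibitor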
# Target sequence (P00352 whole entry, looked up): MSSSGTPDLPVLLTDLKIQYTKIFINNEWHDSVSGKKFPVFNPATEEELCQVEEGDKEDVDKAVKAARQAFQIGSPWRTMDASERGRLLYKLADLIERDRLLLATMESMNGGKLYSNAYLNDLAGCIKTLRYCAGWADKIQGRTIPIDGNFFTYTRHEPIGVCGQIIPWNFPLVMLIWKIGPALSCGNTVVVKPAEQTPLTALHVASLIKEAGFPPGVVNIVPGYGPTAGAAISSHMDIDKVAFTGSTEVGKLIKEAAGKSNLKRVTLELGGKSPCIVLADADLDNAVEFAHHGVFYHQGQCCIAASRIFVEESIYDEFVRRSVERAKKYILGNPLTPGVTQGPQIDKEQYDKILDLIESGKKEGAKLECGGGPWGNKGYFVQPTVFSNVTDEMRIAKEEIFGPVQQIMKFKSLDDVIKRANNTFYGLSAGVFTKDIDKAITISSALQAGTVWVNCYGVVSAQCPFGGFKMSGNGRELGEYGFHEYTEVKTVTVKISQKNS
# NPSR antagonist = neuropeptide S receptor (human) antagonism, cAMP; Q6W5P4; CHO-NPSR cells, cAMP TR-FRET, antagonist mode; Potency, µM (top dose mostly 38.3 µM), without a hit: at the top dose activity change, negative = inhibition, usual class: inhibitors; 1% of 220,000 active; also: % is scaled to controls: 0 for no effect and ±100 for the full control effect; nearly all actives have a fitted effect of over 50% in size; many of its hits are not listed in these tables
# Target sequence (Q6W5P4 whole entry, looked up): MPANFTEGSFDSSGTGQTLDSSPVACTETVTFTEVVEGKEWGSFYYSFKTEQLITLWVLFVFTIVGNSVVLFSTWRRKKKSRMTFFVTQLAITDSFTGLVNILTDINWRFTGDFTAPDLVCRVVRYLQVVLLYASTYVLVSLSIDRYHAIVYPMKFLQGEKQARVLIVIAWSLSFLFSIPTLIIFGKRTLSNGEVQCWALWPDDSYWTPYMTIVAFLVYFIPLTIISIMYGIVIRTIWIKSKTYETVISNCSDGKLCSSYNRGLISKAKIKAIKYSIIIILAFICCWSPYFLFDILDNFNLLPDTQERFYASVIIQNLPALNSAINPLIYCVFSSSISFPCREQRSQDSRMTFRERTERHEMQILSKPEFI
# GLA spleen mod = alpha-galactosidase A (human) modulation; Potency, µM (highest dose often 80 µM), without a hit: at the highest dose activity change, negative = inhibition, usual class: inhibitors; AID 2107; 0.008% of 240,000 active; human spleen homogenate, 4MU-alpha-Gal fluorescence, 40 min;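 also: 0% = enzyme with vehicle and -100% = no enzyme basal signal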
#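 Inhibition or activation of alpha-galactosidase in human spleen homogenate is scored by 4-MU fluorescence after 40 min at 37C, pH 5.0, with 1 mM substrate. AC50s come from concentration-response fitted to the Hill equation.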
# * hit, by the source's call; ? = inconclusive; . = not tested or not shown; [ ] = remark or other dose. Unless noted, calls follow the shape of the dose curve; as a rule, active = well fitted curve in the direction sought with a large enough effect; inconclusive = small, poorly fitted or top-dose-only effect, or another doubt; inactive = no such curve, though single readings can be large; an effect the other way counts as inactive or inconclusive. Potency is read from the fitted curve at half-maximal effect.
SMILES,GAA spleen mod,GAA inhib,GAA glycogen,Tau fluor counter,Epigenetic reg,ALDH1A1 inh,NPSR antagonist,GLA spleen mod
COc1cc(C(=O)N2CCN(S(=O)(=O)c3ccc(F)cc3)CC2)cc(OC)c1OC,-15%,-19%,18%,-6%,-1.6%,4%,-5%[46.1 µM],7%
COc1ccc(C(=O)NC(=S)Nc2ccc(NC(=O)c3ccco3)cc2)cc1[N+](=O)[O-],-3%,4%,4%,-18%,-3.2%,-15%,-11%,0%
CCN(CC)S(=O)(=O)c1ccc(NS(=O)(=O)CC23CCC(CC2=O)C3(C)C)cc1 (stereo unspecified),1%,-2%,-2%,-16%,0.0%,-9%,-16%,8%
Clc1ccc2[nH]c3c(NCCCN4CCOCC4)ncnc3c2c1,-9%,-4%,3%,?,0.0%,?,-4%[46.1 µM],-4%
COc1cc2c(cc1OC)-c1cc(OCCN3CCOCC3)nc(=O)n1CC2,2%,?,1%,-1%,-2.1%,?,6%[46.1 µM],4%
COC(=O)[C@@H](NC(=O)O[C@@H]1C(=O)c2ccc(OC)cc2O[C@H]1c1ccc2c(c1)OCO2)C(C)C,-3%,.,.,-7%,-1.1%,6%,.,20%
CCCn1nnnc1SCC(=O)N1CCOCC1,-1%,7%,-9%,5%,-1.7%,1%,10%[46.1 µM],3%
CCOC(=O)N1CCN(S(=O)(=O)c2ccc3[nH]cc(C(=O)O)c(=O)c3c2)CC1,-12%,-2%,-3%,0%,0.0%,-7%,-6%[46.1 µM],28%
Cc1ccc(CN2CCS(=O)(=O)CC2)cc1,-13%,-11%,5%,-1%,-1.1%,13%,-3%[46.1 µM],-14%
Cc1c(C(=O)N2CCCC2)sc(NC(=O)c2cccc(Cl)c2)c1C#N,3%,?,4%,-20%,-3.4%,?,-16%[46.1 µM],4%
COCCN1CCn2c(nc3cc(NC(=O)c4cccs4)ccc32)C1,-4%,-4%,-1%,-9%,-0.7%,?,1%[46.1 µM],-1%
CCC(=O)NNc1ncnc2c1cnn2-c1ccccc1,-14%,-8%,-12%,-8%,8.0%,?,14%,0%
CNC(=S)Nc1ccc([N+](=O)[O-])cc1C,-1%,-3%,-11%,-9%,1.1%,?,12%,1%
C(=N\c1nccs1)/Nc1nccs1,6%,-7%,5%,4%,-1.0%,0%,4%[46.1 µM],5%
Cc1cccc(NCN2C(=O)C3C4C=CC(C4)C3C2=O)c1 (stereo unspecified),-8%,1%,6%,-8%,-0.1%,0%,-8%[46.1 µM],3%

# Nine entries from above, with tabs:
Molecule	GAA spleen mod	GAA inhib	GAA glycogen	Tau fluor counter	Epigenetic reg	ALDH1A1 inh	NPSR antagonist	GLA spleen mod
COc1cc(C(=O)N2CCN(S(=O)(=O)c3ccc(F)cc3)CC2)cc(OC)c1OC	-15%	-19%	18%	-6%	-1.6%	4%	-5%[46.1 µM]	7%
COc1ccc(C(=O)NC(=S)Nc2ccc(NC(=O)c3ccco3)cc2)cc1[N+](=O)[O-]	-3%	4%	4%	-18%	-3.2%	-15%	-11%	0%
CCN(CC)S(=O)(=O)c1ccc(NS(=O)(=O)CC23CCC(CC2=O)C3(C)C)cc1 (stereo unspecified)	1%	-2%	-2%	-16%	0.0%	-9%	-16%	8%
Clc1ccc2[nH]c3c(NCCCN4CCOCC4)ncnc3c2c1	-9%	-4%	3%	?	0.0%	?	-4%[46.1 µM]	-4%
COc1cc2c(cc1OC)-c1cc(OCCN3CCOCC3)nc(=O)n1CC2	2%	?	1%	-1%	-2.1%	?	6%[46.1 µM]	4%
COC(=O)[C@@H](NC(=O)O[C@@H]1C(=O)c2ccc(OC)cc2O[C@H]1c1ccc2c(c1)OCO2)C(C)C	-3%	.	.	-7%	-1.1%	6%	.	20%
CCCn1nnnc1SCC(=O)N1CCOCC1	-1%	7%	-9%	5%	-1.7%	1%	10%[46.1 µM]	3%
CCOC(=O)N1CCN(S(=O)(=O)c2ccc3[nH]cc(C(=O)O)c(=O)c3c2)CC1	-12%	-2%	-3%	0%	0.0%	-7%	-6%[46.1 µM]	28%
Cc1ccc(CN2CCS(=O)(=O)CC2)cc1	-13%	-11%	5%	-1%	-1.1%	13%	-3%[46.1 µM]	-14%

# Later entries
SMILES,GAA spleen mod,GAA inhib,GAA glycogen,Tau fluor counter,Epigenetic reg,ALDH1A1 inh,NPSR antagonist,GLA spleen mod
O=C(Nc1ccccc1)c1ccccc1CCc1ccccc1,3%,-15%[15.4 µM],-1%,-16%,-1.6%,?,-24%[46.1 µM],5%
CC(C)C(NS(=O)(=O)c1cccc2nsnc12)C(=O)N1CCn2c1nc1ccccc12 (stereo unspecified),-1%,-2%,-2%,-15%,0.0%,-3%,-15%[46.1 µM],-2%
COc1ccc(C(=O)Nc2ccc(C)cc2C(=O)c2ccccc2)cc1,5%,-10%,6%,-24%,-1.0%,-9%,8%,-2%
Nn1c(SCC(=O)Nc2ccccc2)nnc1-c1cccnc1,5%,-1%,3%,-12%,0.0%,2%,-2%[46.1 µM],2%
Nc1nc(NCc2c(F)cccc2Cl)nn1-c1ccccc1,-4%,-4%,-3%,-8%,1.0%,10%,-4%[46.1 µM],11%
Cc1sc2ncnc(Sc3nnnn3-c3ccccc3)c2c1C,-1%,9%,0%,-10%,-1.0%,?,-19%[46.1 µM],-4%
Nc1nc2ccc(C(=O)NCCOC(=O)C3CCCCC3)cc2s1,-4%,?,2%,-23%,-1.9%,10µM*,3%,-7%
NNc1nc2cccnc2n(CCNc2ncc(C(F)(F)F)cc2Cl)c1=O,-13%,-2%,-10%,-14%,-0.2%,1.6µM*,-7%,-2%
O=C(O)C1C2C=CC(C2)C1C(=O)NCc1ccccn1 (stereo unspecified),4%,-4%,-6%,2%,-1.2%,-1%,-4%[46.1 µM],5%
O=C(NCCn1ccc2ccccc21)c1ccc(S(=O)(=O)N2CCCCC2)cc1,5%,?,-11%,?,0.0%,?,-9%[46.1 µM],-3%
COc1ccccc1C(=O)Nc1ccccc1N1CCN(S(C)(=O)=O)CC1,4%,-12%,-3%,-11%,0.8%,?,?,0%
COc1ccc(-c2csc(NC(=O)/C(N=Nc3ccccc3)=C(\C)O)n2)cc1,-7%,4%,-7%,4%,3.3%,-6%,11%,-3%
COc1cc(C(=S)N2CCOCC2)cc(OC)c1O,-2%,.,-1%,3%,-1.0%,.,4%,-11%
Cc1ccc(NC(=O)C(C)Sc2nnc(-c3cccnc3)n2-c2ccccc2)cc1 (stereo unspecified),-12%,-1%,-2%,-7%,-2.0%,-10%,-16%[46.1 µM],-11%
CC1(C)CC(=O)C2=C(C1)OC(/N=C/N1CCOCC1)=C(C#N)C2c1ccccc1 (stereo unspecified),-3%,-4%,-2%,3%,1.5%,?,-11%[46.1 µM],8%
COc1cc(/C=C(\C#N)C(=O)NCC2CCCO2)ccc1OCCC(C)C (stereo unspecified),-2%,.,2%,-10%,1.4%,.,-25%,-7%
CCOC(=O)CSc1nnc(-c2cccc(Cl)c2)n1CC,0%,-1%,6%,-2%,-5.4%,10%,-3%[46.1 µM],-6%
CC1(C)CC(n2c(=S)[nH]c3ccccc3c2=O)CCO1 (stereo unspecified),-5%,-1%,0%,-8%,0.0%,5%,4%[46.1 µM],-1%
Cc1cccn2c(=O)c(/C=C(\C#N)S(=O)(=O)c3ccccc3)c(Oc3ccc(Cl)cc3)nc12,12%,0%,13%,-9%,-1.0%,?,-23%,4%
Cn1c(SCC(=O)Nc2nccs2)nnc1-c1ccco1,-6%,-2%,-11%,-1%,-1.0%,-5%,-11%[46.1 µM],2%
N=c1n(CCO)c2ccccc2n1CCOc1ccccc1,-4%,-5%,-5%,0%,-0.7%,12%,20%[46.1 µM],1%
CCN1CCN(C(c2ccccc2F)c2nnnn2Cc2ccc3c(c2)OCO3)CC1 (stereo unspecified),-2%,-8%,-15%,2%,0.0%,-1%,-10%[46.1 µM],-4%
COC(=O)Cc1[nH]nc2c1C(c1cccc(OC)c1OC)C(C#N)=C(N)O2 (stereo unspecified),1%,13%,?,-6%,0.8%,9%,9%[46.1 µM],0%
O=C(Cc1cc(=O)[nH]c(=O)[nH]1)NCCN1CCOCC1,-25%,1%,0%,-6%,0.0%,7%,0%[46.1 µM],1%
C[C@H](Cc1ccccc1)Nc1ncnc2c1ncn2[C@@H]1O[C@H](CO)[C@H](O)[C@H]1O,17%,.,.,-2%,-1.2%,26%,10%[46.1 µM],-4%
O=C1CCC(C(=O)Nc2nnc(C3CC3)s2)=NN1,-3%,0%,-1%,-1%,-0.6%,-3%,4%,-5%
CCOC(=O)C1Oc2ccccc2C(C(=O)OC)=C1C(=O)OC (stereo unspecified),1%[119 µM],.,.,-10%[81.3 µM],0.6%,-3%,.,-1%[119 µM]
CCOC(=O)c1c(NC(=O)CSc2cccc[n+]2[O-])sc(C(=O)Nc2ccccc2)c1C,4%,2%,6%,-2%,1.5%,28µM*,-44%,?
O=C(CCSc1ccccc1)N1CCOCC1,-7%,2%,2%,-5%,-0.8%,0%,-3%[46.1 µM],0%
COC(=O)CNC(=O)COC(=O)Cc1ccc(Cl)cc1,-2%,-14%,0%,-1%,-0.3%,8%,3%,3%
CCCCCOC(=O)c1ccc(NC(=O)c2ccco2)cc1,-13%,-9%,-16%,-28%,2.2%,?,?,-3%
Cc1cccc(Oc2nc(-c3cccc([N+](=O)[O-])c3)nc3ccccc23)c1C,-1%,-29%,4%,-16%,-0.9%,3%,0%[46.1 µM],-7%
O=C(OCc1ccccc1)c1ccc(Br)o1,-6%,2%,-3%,-2%,-0.8%,-10%,-7%[46.1 µM],-7%
CCOC(=O)C(C)Oc1nc(Oc2ccccc2)nc(N(C)C)n1 (stereo unspecified),2%,3%,6%,-7%,-1.0%,?,-3%[46.1 µM],7%
Cc1ccc(CC(=O)NCc2ccc(F)cc2)cc1,8%,3%,-10%,-4%,-1.5%,8%,6%,6%
CC(=O)Nc1cccc(Cl)c1C(=O)O,-4%,-4%,10%,4%,1.5%,15%,10%[46.1 µM],1%
CC1CCCCN1CC(=O)Nc1sc2c(c1C#N)CCC2 (stereo unspecified),2%,-10%,7%,2%,-1.2%,?,-8%[46.1 µM],5%
CCCc1nc2oc3ccccc3c(=O)c2c(=O)n1-c1ccccc1,-5%,.,7%,-9%,-0.3%,.,8%[7.67 µM],-10%
CCOc1ccc(S(=O)(=O)n2cc(-c3ccccc3)c(N)n2)cc1,-9%,0%,1%,-10%,0.8%,7%,-25%[46.1 µM],-8%

# The list is partial (hit frequency here may not be typical).
